Screening results: PubChem BioAssay, several laboratories
KLF5 inhibitor: kruppel-like factor 5 inhibition; DLD-1 KLF5 promoter-luciferase reporter, luminescence; inhibition, % at 5 µM; hit rate 0.23% among 290,000; AID 1700;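 active = inhibition above a per-plate limit of that plate's mean compound inhibition plus 3 SD, cut at about 60% in these data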;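 note: 0% = DMSO wells and 100% = LY294002 at 200 µM; higher means less KLF5 promoter-driven luciferase light; inactives centre near -14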
TRPC4 agonist: activators of mouse TRPC4 channel; Q9QUQ5; hit rate 0.49% among 310,000; HEK293 TRPC4beta/mu-opioid, Fluo4 calcium fluorescence; hits give high values; AID 2237; B-score at 10 µM;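 active = B-score above 5 SD of library B-scores, and initial fluorescence ratio not above library mean plus 5 SD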;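 note: positive B-score marks a calcium rise read as TRPC4 activation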
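Assay system – TRPC4beta and mu-opioid receptor HEK293 stable cells · Measured by – Fluo4 fluorescence, kinetic · Schedule – dye loading 45 min room temperature, 110 s kinetic read · Read-out – B-scored integrated calcium fluorescence ratio · Controls – buffer and maximal DAMGO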
TRPC6 activator: activators of mouse TRPC6 channel; Q61143; HEK293-TRPC6 membrane potential dye fluorescence; hits give high values; B-score at 10 µM; hit rate 0.13% among 310,000;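 active = B-score of the integrated fluorescence ratio above library mean plus 3 SD, and starting fluorescence ratio within library mean plus 5 SD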;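 note: higher score means more depolarization so channel activation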
aSyn 5UTR inh: MLPCN primary screen, SNCA 5' untranslated region; alpha-synuclein 5'UTR reporter, inhibitor activity; inhibition, % (tested at 7.5 µM); AID 1813; hit rate 0.82% among 300,000; in the data active = inhibition above about 60%;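 note: H4 neuroglioblastoma cells stably carrying SNCA 5'UTR luciferase fusion; 0% = DMSO wells and 100% = positive control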
SKKanGAS inh: blocks kanamycin growth of S. pyogenes SKKanGAS strain | BacTiter-Glo, 6 h | inhibition, % at 7.5 µM | hit rate 1.3% among 300,000;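 active = mean replicate score, as percent of positive control median, at least 50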;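 note: strain carries kanamycin resistance gene driven by streptokinase promoter and grows in 40 µg/ml kanamycin; loss of luminescence reflects streptokinase promoter inhibition or plain growth inhibition; 0% = median of DMSO wells and 100% = positive control at its reference dose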
MrgX1 antagonist: human MrgX1 receptor antagonism, primary screen; Q96LB2; MRGX1-HEK293 calcium flux, Fluo-4, BAM8-22 antagonism; hits give low values; B-score at 10 µM; hit rate 1.3% among 310,000; AID 588676;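 active = calcium-response B-score plate-corrected more than 3 library SD below zero, starting fluorescence within 5 deviations, no agonist response on first addition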;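 note: peak minus trough fluorescence over baseline after final BAM8-22 challenge near maximal dose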
Target sequence (Q96LB2 whole entry, looked up): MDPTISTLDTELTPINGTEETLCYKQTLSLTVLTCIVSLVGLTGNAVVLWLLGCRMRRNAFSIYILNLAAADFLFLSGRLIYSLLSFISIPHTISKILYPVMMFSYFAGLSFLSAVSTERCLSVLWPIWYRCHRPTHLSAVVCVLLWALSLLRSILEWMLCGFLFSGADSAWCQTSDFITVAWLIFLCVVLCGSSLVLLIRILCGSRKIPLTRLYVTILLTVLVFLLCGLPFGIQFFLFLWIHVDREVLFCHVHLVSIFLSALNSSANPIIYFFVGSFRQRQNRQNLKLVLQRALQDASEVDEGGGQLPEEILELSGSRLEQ
TRPC6 inh: inhibitors of mouse TRPC6 channel | HEK293-TRPC6, membrane potential dye, ACh-evoked depolarization; hits give low values | B-score at 10 µM | hit rate 1.1% among 310,000 | AID 2553;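 active = B-score under library mean minus 3 SD, initial fluorescence not abnormally high, positive integrated signal ratio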;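 note: B-score derived from integrated fluorescence ratio over the kinetic read; more negative B-score means stronger inhibition of depolarization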
HIF activator: HIF pathway transcriptional activation. activation, % at 7.5 µM (by protocol). U2OS HRE-luciferase reporter, luminescence; normalized: DMSO 0%, desferrioxamine 100%. hit rate 0.32% among 300,000. AID 1910;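 active = mean activation of at least 10% of the iron chelator positive control signal, with at least half of replicates also reaching 10%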
IEC-6 cytotox: kills IEC-6 intestinal cells in KLF5 counter-screen | hit rate 0.78% among 290,000 | inhibition, % at 5 µM | IEC-6 cytotoxicity, luminescence viability; in the data active = inhibition above about 22%;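 note: 0% = plate median of test compound wells and 100% = cytotoxic reference compound wells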
TRPC4 block: TRPC4 (mouse) channel inhibition; B-score at 10 µM; Q9QUQ5; HEK293 TRPC4beta/mu-opioid, DAMGO-evoked Fluo4 calcium flux; hits give low values; hit rate 0.39% among 300,000;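 active = B-score over 3 SD under the library average, no early fluorescence shift, positive overall ratio signal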
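Assay system: HEK293 cells with stable TRPC4beta plus mu-opioid receptor expression. Dosing: single dose. Measured by: Fluo4 Ca2+ flux fluorescence. Also added: DAMGO in two steps, submaximal then maximal. Read-out: B score from integrated Fluo4 fluorescence ratio.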
TRPC4 potent: allosteric potentiators of mouse TRPC4 channel; Q9QUQ5; HEK293 TRPC4beta/mu-opioid, DAMGO EC20, Fluo-4 Ca2+ flux; hits give high values; B-score at 10 µM; hit rate 0.42% among 310,000;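 active = B-score of calcium response area above 5 SD of library B-scores, with initial fluorescence ratio within 5 SD of library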;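 note: B-score of integrated fluorescence ratio over time as area under calcium response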
Numbers without * were called inactive; i = inactive; . = no result given.

SMILES | KLF5 inhibitor | TRPC4 agonist | TRPC6 activator | aSyn 5UTR inh | SKKanGAS inh | MrgX1 antagonist | TRPC6 inh | HIF activator | IEC-6 cytotox | TRPC4 block | TRPC4 potent
CCCC(C)C(=O)NCc1ccccc1OC (stereo unspecified) | -13 | i | i | -1 | 2 | i | i | -0.5 | 1 | i | i
O=C(O)c1ccc2cc[nH]c2c1 | -33 | i | i | -5 | 0 | i | i | -0.1 | 2 | i | i
Cn1ncc2c(Nc3ccccc3Cl)nc(Cl)nc21 | -9 | i | i | 54 | 0 | i | i | 1.6 | -4 | i | i
O=C(Nc1cccn2ncnc12)C(Cl)Cl | -28 | i | i | 7 | -7 | i | i | -1.4 | -5 | i | i
O=C(c1ccc(N2CCC3(CC2)OCCO3)c([N+](=O)[O-])c1)N1CCOCC1 | 6 | i | i | -20 | 2 | i | i | 0.4 | 0 | i | i
COc1ccccc1N1CCN(/N=C/C(Cl)=C/c2ccccc2)CC1 | -120 | i | i | -159 | 2 | i | i | 5.4 | 1 | i | i
O=C(Cn1c(=S)[nH]c2ccccc21)c1ccccc1 | 18 | i | i | 7 | -4 | i | i | 2.1 | -5 | i | i
CC(C)(C)NC(=O)C(c1c[nH]c2ccccc12)N(C(=O)Cn1nnc(-c2ccc(F)cc2)n1)c1cccc(O)c1 (stereo unspecified) | -6 | i | i | 13 | 17 | i | i | -1.2 | 6 | i | i
O=C(COc1ccc(/C=N/NC(=O)c2ccc(O)cc2)cc1)Nc1ccc([N+](=O)[O-])cc1 | -18 | i | i | -8 | -4 | i | i | -0.4 | 1 | i | i
COc1ccc(CCNC(=O)CN(CCc2ccccc2)S(C)(=O)=O)cc1OC | -12 | i | i | 14 | -3 | i | i | -0.4 | 4 | i | i
Cc1ccn2cc(C34CC5CC(CC(C5)C3)C4)nc2c1 | -14 | i | i | -83 | -15 | i | i | 0.7 | 5 | i | i
COc1ccc(NC(=O)Cc2cccc(F)c2)cc1S(=O)(=O)Nc1ccccc1Cl | 5 | i | i | 1 | 11 | i | i | 0.1 | 2 | i | i
Cc1ccc(C(=O)N/C(=C/c2cccs2)C(=O)NCCc2c[nH]c3ccccc23)cc1 | -1 | i | i | -43 | 3 | i | i | 0.7 | -7 | i | i
CC(C)[C@H](NC(=O)c1ccco1)C(=O)OCC(=O)c1ccc2c(c1)NC(=O)CO2 | -9 | i | i | -14 | 1 | i | i | -0.1 | 2 | i | i
O=C(Cn1c(=O)sc2ccccc21)N1CCOCC1 | -34 | i | i | 22 | -2 | i | i | 0.0 | -12 | i | i
CC1=C/C(=C/N(C)C)C(=O)O1 | 3 | i | i | -19 | -8 | i | i | -0.6 | -4 | i | i
CCOC(=O)c1c(C)oc2c(CC(=O)c3ccccc3)c(Cl)c(O)c(O)c12 | -14 | i | i | -18 | -4 | i | -9* | -0.5 | 0 | i | i
Cc1ccc(S(=O)(=O)N(C)C)cc1NC(=O)C1CCC1 | 8 | i | i | -1 | 2 | i | i | 0.1 | 2 | i | i
O=C(Nc1cccc(S(=O)(=O)N2CCCC2)c1)c1cccc(OC(F)F)c1 | . | i | i | -19 | -9 | i | i | -0.3 | . | i | i
CCCC(=O)N1CCN(c2ccc(NC(=O)c3sc4ccccc4c3Cl)cc2)CC1 | 7 | i | i | -12 | -3 | i | i | 0.3 | 1 | i | i
O=C(OCCN1CCCC1=O)c1cncc(Br)c1 | -2 | i | i | 4 | 2 | i | i | 0.5 | -3 | i | i
CC(O)CNc1nc2c(c(=O)n(Cc3ccc(Br)cc3)c(=O)n2C)n1C (stereo unspecified) | -23 | i | i | 31 | 11 | i | i | -0.8 | 8 | i | i
CCN1CCN(C(=O)c2cc3c(-c4ccc(Cl)cc4)nn(C)c3s2)CC1 | -25 | i | i | -68 | -1 | i | i | . | 20 | i | i
COc1ccc(-c2noc(CSc3nc(N)c(-c4ccccc4)c(=O)[nH]3)n2)cc1 | 3 | i | i | 4 | -8 | -7.1* | i | 0.2 | 1 | i | i
COC(=O)c1ccc2ccn(CC(=O)NC3CCCCC3)c2c1 | -28 | i | i | 10 | 9 | i | i | -2.0 | -4 | i | i
Other entries follow:
SMILES | KLF5 inhibitor | TRPC4 agonist | TRPC6 activator | aSyn 5UTR inh | SKKanGAS inh | MrgX1 antagonist | TRPC6 inh | HIF activator | IEC-6 cytotox | TRPC4 block | TRPC4 potent
COc1ccc(Nc2c3c(nc4c(-c5ccccc5)c(C)nn24)CCC3)cc1 | -36 | i | i | 30 | 33 | i | i | -0.6 | -5 | i | i
CC(C)(C)NC(=O)C(=O)NN=C1CCCCCCC1 | -8 | i | i | -37 | -3 | i | i | -0.7 | 1 | i | i
COc1ccc(C/C(N)=N/OC(C)=O)cc1OC | -3 | i | i | -33 | -6 | i | i | 0.0 | -4 | i | i
COc1ccc(OCC(=O)Nc2cccc(-c3nc4ccccc4o3)c2)cc1 | -98 | i | i | -151 | -1 | i | i | -6.4 | 3 | i | i
O=C(NCc1ccc2c(c1)OCO2)C(=O)NCC1CCCO1 (stereo unspecified) | -26 | i | i | 14 | -5 | i | i | 0.0 | 0 | i | i
O=C(CCC(=O)N1CCOc2ccccc21)NCCCN1CCN(Cc2ccccc2)CC1 | -12 | i | i | -1 | -1 | i | i | 0.0 | -7 | i | i
COc1ccc(NC(=O)CSc2nnc(-c3cccs3)n2N)c(OC)c1 | . | i | i | 10 | 1 | i | i | 1.3 | . | i | i
CN1CCN(S(=O)(=O)c2cccc(C(=O)Oc3cccc(Br)c3)c2)CC1 | . | i | i | 3 | -5 | i | i | -0.4 | . | i | i
COC(=O)c1cc(Br)c(=O)n(-c2ccccn2)c1 | -40 | i | i | 22 | -2 | i | i | -0.1 | -7 | i | i
CN1C(=O)CC(N2CCN(CCN=CC3=C(O)CC(C)(C)CC3=O)CC2)C1=O (stereo unspecified) | -5 | . | . | -14 | -6 | i | . | -0.1 | 3 | . | .
C=CCN1C2CCCC1CC(NC(=O)Nc1cccc(C(C)=O)c1)C2 (stereo unspecified) | -3 | i | i | 3 | 4 | i | -5.4* | 0.1 | 2 | i | i
Cc1ccc(NC(=O)CN2CCc3ccccc3C2)cc1 | -31 | i | i | -4 | -1 | i | i | 0.3 | 1 | i | i
Cc1ccc(O)c(NC(=O)c2noc(C(C)C)c2[N+](=O)[O-])c1 | -7 | i | i | -86 | 6 | i | i | 1.9 | 1 | i | i
CC(C)=C1SC(N2CCN(c3cccc(C)c3)CC2)=NC1=O | -35 | i | i | 19 | -2 | i | i | -0.1 | -3 | i | i
CCc1c(C)sc2nc(C(C)C)nc(SCC(=O)N3CCc4ccccc4C3)c12 | 4 | i | i | -1 | 62* | i | i | 0.4 | -8 | i | i
O=C(Nc1ccc(S(=O)(=O)NCc2ccco2)cc1)c1ccncc1 | 0 | i | i | -10 | 1 | i | i | 0.1 | -6 | i | i
O=C(O)CSc1nnc(SCc2cccc3ccccc23)s1 | -10 | i | i | -3 | 2 | i | i | -0.1 | 1 | i | i
O=C(CN1C(=O)CSc2ccc(S(=O)(=O)N3CCOCC3)cc21)NCCCN1CCc2ccccc2C1 | 1 | i | i | 6 | 11 | i | i | -0.7 | -3 | i | i
N#Cc1ccc(CSc2nc(N)cc(=O)[nH]2)cc1 | -6 | i | i | 14 | -4 | i | i | 0.9 | -5 | i | i
Cc1ccc(NC(=O)c2ccc(NC(=O)C3CCCCC3C(=O)O)cc2)cc1 (stereo unspecified) | -25 | i | i | 31 | 2 | i | i | -0.6 | 6 | i | i
Oc1ccccc1-c1nc(NCc2cccnc2)c2ccccc2n1 | -48 | i | i | 11 | 17 | i | i | 0.6 | 10 | i | i
COc1ccc(-c2cc(-c3n[nH]c(=S)n3-c3ccccc3OC)[nH]n2)cc1 | -4 | i | i | -5 | 8 | i | i | 0.0 | 0 | i | i
CCOC(=O)C1CCCCN1Cc1ccc(F)c(Br)c1 (stereo unspecified) | -29 | i | i | 16 | 15 | i | i | 0.1 | -4 | i | i
Cc1ccc(NC(=O)c2cc(C)n(-c3cccc(C)c3)c2C)cc1 | 78* | i | i | -62 | -2 | i | i | -0.1 | -5 | i | i
Cn1nc(CC(=O)Nc2cccc3ncccc23)c2ccccc2c1=O | -26 | i | i | -2 | -3 | i | i | 0.7 | -3 | i | i

Profiles from above.
`Cc1ccc(NC(=O)CN2CCc3ccccc3C2)cc1` is entered as KLF5 inhibitor: -31; TRPC4 agonist: i; TRPC6 activator: i; aSyn 5UTR inh: -4; SKKanGAS inh: -1; MrgX1 antagonist: i; TRPC6 inh: i; HIF activator: 0.3; IEC-6 cytotox: 1; TRPC4 block: i; TRPC4 potent: i
`COc1ccc(-c2cc(-c3n[nH]c(=S)n3-c3ccccc3OC)[nH]n2)cc1` is entered as KLF5 inhibitor: -4; TRPC4 agonist: i; TRPC6 activator: i; aSyn 5UTR inh: -5; SKKanGAS inh: 8; MrgX1 antagonist: i; TRPC6 inh: i; HIF activator: 0.0; IEC-6 cytotox: 0; TRPC4 block: i; TRPC4 potent: i
`COc1ccc(NC(=O)CSc2nnc(-c3cccs3)n2N)c(OC)c1` is entered as KLF5 inhibitor: .; TRPC4 agonist: i; TRPC6 activator: i; aSyn 5UTR inh: 10; SKKanGAS inh: 1; MrgX1 antagonist: i; TRPC6 inh: i; HIF activator: 1.3; IEC-6 cytotox: .; TRPC4 block: i; TRPC4 potent: i

Next part:
SMILES | KLF5 inhibitor | TRPC4 agonist | TRPC6 activator | aSyn 5UTR inh | SKKanGAS inh | MrgX1 antagonist | TRPC6 inh | HIF activator | IEC-6 cytotox | TRPC4 block | TRPC4 potent
C=CCNC(=S)NNC(=O)c1ccco1 | -38 | i | i | -27 | -11 | i | i | -0.2 | -1 | i | i
CCc1ccccc1NC(=O)CN(C)C(=O)CSc1nn(-c2ccc(F)cc2)c(=S)s1 | -13 | i | i | -7 | -5 | i | i | -0.1 | 6 | i | i
CCCOc1ccc(CSc2nnc(CCC)n2N)cc1 | -20 | i | i | -48 | -1 | i | i | 0.6 | -6 | i | i
O=[N+]([O-])c1ccc(S(=O)(=O)N2CCSC2c2ccco2)cc1 (stereo unspecified) | -28 | i | i | 10 | -18 | i | i | -0.3 | -7 | i | i
C=C(C)c1cccc(C(C)(C)NC(=O)Nc2ccc(C(N)=O)cc2)c1 | -36 | i | i | 18 | -9 | i | i | -0.4 | -1 | i | i
CC(=O)Nc1cc[n+](CC(=O)c2ccc(Cl)cc2)cc1 | 17 | i | i | 18 | -2 | i | i | -0.6 | 2 | i | i
C=CCNc1ncnc2c1cnn2-c1cccc(C)c1 | -229 | i | i | -133 | 0 | i | i | 2.8 | 1 | i | i
CC(=O)c1ccccc1NC(=O)c1ccc(N2CCCC2=O)cc1 | . | i | i | -51 | 1 | i | i | 1.5 | . | i | i
